# Bioassay records from PubChem BioAssay.
# Candida biofilm – kills Candida albicans biofilms; hit rate 0.14% among 85,000; inhibition, % at 6 µM; C. albicans biofilm + clotrimazole, Alamar Blue;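 active = inhibition above 20%; inactive = inhibition below 20%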;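 also: preformed 24 hr biofilms exposed to compound for 48 hr; 0% = biofilm without compound and 100% = blank killed by clotrimazole plus chlorhexidine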
# IL1B cytotox – HUVEC cytotoxicity counter-screen, IL-1B stimulated; HUVEC cell count loss, Hoechst imaging; cell count reduction, % at 2 µM; hit rate 0.41% among 94,000; AID 845;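 active = cell count reduction more than 3 SD above the screen-wide mean, cut at about 70% in these data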;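 also: normalized per plate to untreated control cells as the no-loss baseline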
# CYP2C9 act – CYP2C9 (human) activation; activation factor at 5 µM; recombinant CYP2C9, luciferin-H conversion, luminescence; hits give high values; factor 1 = untreated enzyme, 0 = blocked; hit rate 1.4% among 96,000; P11712;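 active = activation factor of 2 or more for CYP2C9 at a 5 µM dose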;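 also: 0 = sulfaphenazole-blocked wells and 1 = vehicle-only wells; values of inactives mirror those of a sister screen read the other way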
# Target sequence (P11712 whole entry, looked up): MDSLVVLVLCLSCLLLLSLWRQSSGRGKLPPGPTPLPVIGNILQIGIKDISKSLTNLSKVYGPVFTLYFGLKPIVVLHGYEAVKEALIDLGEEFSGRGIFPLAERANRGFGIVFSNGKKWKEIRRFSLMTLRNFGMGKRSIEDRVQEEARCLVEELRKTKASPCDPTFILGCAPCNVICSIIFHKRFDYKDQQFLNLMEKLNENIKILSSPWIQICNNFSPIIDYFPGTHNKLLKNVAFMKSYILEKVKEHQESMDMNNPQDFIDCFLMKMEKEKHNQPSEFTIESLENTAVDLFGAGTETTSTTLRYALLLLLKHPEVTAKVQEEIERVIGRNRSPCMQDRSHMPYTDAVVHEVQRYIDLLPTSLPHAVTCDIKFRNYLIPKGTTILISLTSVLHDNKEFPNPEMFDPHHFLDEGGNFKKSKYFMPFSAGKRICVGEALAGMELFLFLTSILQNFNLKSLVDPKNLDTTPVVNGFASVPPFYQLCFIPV
# VCAM1 TNFa inh – reduces TNF alpha induced VCAM1 expression in HUVEC; HUVEC TNFa-induced VCAM-1 immunofluorescence, high-content imaging; inhibition, % at 2 µM; hit rate 0.48% among 95,000;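 active = inhibition above the batch mean plus 3 SD, with images confirmed as a hit by eye, cut at about 37% in these data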;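 also: 0% = TNF-stimulated DMSO wells and 100% = unstimulated control wells; not every result past the cut was called active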
# CYP2C19 activ – cytochrome P450 2C19 (human) activation. activation factor at 5 µM. recombinant CYP2C19, luciferin-H EGE luminescence; hits give high values; 0 = fully inhibited enzyme, 1 = untreated enzyme. AID 1025. P33261. 96,000 tested, under 10 active;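 active = activation factor of at least 2 at 5 µM in the primary screen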;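 also: 0 = wells with 2.5 mM tranylcypromine and 1 = vehicle-only wells; values of inactives mirror those of a sister screen read the other way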
# Target sequence (P33261 whole entry, looked up): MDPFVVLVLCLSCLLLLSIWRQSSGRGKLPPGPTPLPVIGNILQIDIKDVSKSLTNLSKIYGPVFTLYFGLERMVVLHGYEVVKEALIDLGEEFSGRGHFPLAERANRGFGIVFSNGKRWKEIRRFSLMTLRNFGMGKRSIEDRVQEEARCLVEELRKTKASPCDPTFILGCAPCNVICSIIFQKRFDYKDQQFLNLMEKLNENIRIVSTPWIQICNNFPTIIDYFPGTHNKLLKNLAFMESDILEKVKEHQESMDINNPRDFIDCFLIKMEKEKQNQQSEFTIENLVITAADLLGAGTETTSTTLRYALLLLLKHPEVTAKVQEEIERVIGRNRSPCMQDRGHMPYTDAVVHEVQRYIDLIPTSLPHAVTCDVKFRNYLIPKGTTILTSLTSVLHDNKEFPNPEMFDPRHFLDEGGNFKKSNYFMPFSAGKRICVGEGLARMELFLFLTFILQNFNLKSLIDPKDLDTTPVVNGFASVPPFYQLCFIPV
# hDAT+cocaine – human DAT dopamine uptake with cocaine, either direction. Q01959. LLC-PK1 hDAT cells, [14C]-dopamine uptake with cocaine IC80; actives deviate in either direction. B-score at 10 µM. hit rate 1.3% among 110,000. AID 449768;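 active = Z score or B-score, a plate-position-corrected score, falls beyond the plate's 99.7% confidence bounds, in either direction; inactive = both scores lie inside the 99.7% bounds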;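 also: scored against the spread of the other compound wells on the same plate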
# CYP2C19 inh – inhibitors of human CYP2C19 | inhibition, % at 5 µM | CYP2C19 Supersomes, luciferin-H EGE luminescence, 30 min | hit rate 21% among 96,000;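 active = CYP2C19 inhibition above a set limit at 5 µM in the primary screen, cut at about 50% in these data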;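 also: plate controls were negative control wells for no effect and 2.5 mM tranylcypromine positive control for full effect; values of inactives mirror those of a sister screen read the other way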
# CYP2C9 inhib – inhibitors of human CYP2C9; CYP2C9 Supersomes, luciferin-H conversion, luminescence; inhibition, % at 5 µM; hit rate 20% among 96,000; AID 777;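 active = blocking of liver enzyme CYP2C9 beyond about 50% at 5 µM, limit read from the data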; also: values of inactives mirror those of a sister screen read the other way
# TNFa cytotox – toxic to HUVEC cells under TNF alpha stimulation; HUVEC TNFalpha-stimulated, Hoechst cell count, imaging; cell count reduction, % at 2 µM; hit rate 0.17% among 93,000; AID 848;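 active = cell count reduction exceeding the screen mean by over 5 SD, scaled to untreated wells per plate, cut at about 78% in these data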;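 also: cells counted after 24 h of TNF alpha exposure following the 1 h pretreatment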
# * hit, by the source's call; . = not tested or not shown. No enrichment for hits; 29% or so of the library scored in one or more.
entry	mol	hDAT+cocaine	VCAM1 TNFa inh	CYP2C9 act	IL1B cytotox	TNFa cytotox
1	O=C(Nc1ccccc1)c1ccc2c(c1)OCO2	-0.0079	-11	0.9	16	-17
2	O=C(Nc1ccc2c(c1)OCO2)c1cc2nc(C3CC3)cc(C(F)(F)F)n2n1	-1.3	0	0.8	18	-3
3	CC(=O)Nc1cccc(C(=O)Nc2ccccc2N2CCOCC2)c1	1.3	-18	0.7	15	-6
4	CCC(C)n1c(=O)c(C(=O)Nc2ccccc2S(N)(=O)=O)c(O)c2ccccc21 (stereo unspecified)	-0.28	.	1	.	.
5	Nc1ccccc1-c1nnc(SCc2ccccc2F)[nH]c1=O	1.1	-9	0.6	6	-8
6	COC(=O)c1cc2ccccc2oc1=O	2.1	-1	1.1	-53	-5
7	O=C(CCN1C(=O)c2ccccc2C1=O)Nc1ccccn1	-0.0099	8	1.2	-15	-39
8	COC(=O)C1C2C=CC3(CN(c4ccc(Cl)c(F)c4)C(=O)C13)O2 (stereo unspecified)	-0.97	.	1.1	.	.
9	O=C(O)c1cc(-c2ccc(/C=N/Nc3ccc(Cl)cc3)o2)ccc1Cl	0.68	11	0.7	8	3
10	Cc1cc(C)cc(N(C(=O)Cc2cccs2)C(C(=O)NC2CCCC2)c2ccc(C)o2)c1 (stereo unspecified)	-0.17	-5	0.8	-18	0
11	COC(=O)C1CCN(CC(N)=O)CC1	-0.059	10	1.1	-3	-10
12	CC1CCN(C(=S)c2cn(Cc3ccccc3F)c3ccccc23)CC1	1.8	19	0.7	-6	-5
13	O=C(c1nc2nc(-c3ccccc3)cc(C(F)(F)F)n2n1)N1CCCCC1	0.12	-20	0.8	-26	-4
14	CCOC(=O)c1ccc(NC(=O)CCNc2c(N3CCCC3)c(=O)c2=O)cc1	-0.59	70*	1.1	0	-1
15	Cc1cccc(-c2cc3nc4c(c(N5CCC6(CC5)OCCO6)n3n2)CCCC4)c1	.	-14	.	-50	-23

entry	CYP2C9 inhib	Candida biofilm	CYP2C19 inh	CYP2C19 activ
1	10	16	81*	0.2
2	21	.	18	0.8
3	29	.	4	1
4	0	5	-5	1
5	39	3	1	1
6	-11	1	6	0.9
7	-22	-1	-16	1.2
8	-5	9	-14	1.1
9	33	.	8	0.9
10	17	.	2	1
11	-11	-2	-9	1.1
12	28	.	26	0.7
13	19	.	32	0.7
14	-6	6	19	0.8
15	.	8	.	.

# (continued)
entry	mol	hDAT+cocaine	VCAM1 TNFa inh	CYP2C9 act	IL1B cytotox	TNFa cytotox
16	CCC(=O)c1ccc(OCC(=O)Nc2nn3cnnc3s2)cc1	1.1	-14	0.2	0	-21
17	CCOc1ccccc1-c1nc(-c2cccc(Br)c2)no1	-0.64	13	1.7	-24	-2
18	Cc1cc(C)c(-c2c(O)c3cccc4c3n(c2=O)CCC4)c(C)c1	0.033	19	.	-17	-1
19	N#CCCN(CCC#N)c1nncs1	-0.48	2	0.9	-18	-4
20	c1ccn2c(c1)nc1c2nc2ccccn21	0.21	.	1	.	.
21	CCOC(=O)CSc1nc(C)c(C(=O)OCC)s1	-0.41	-36	0.3	-15	.
22	Cc1ccc(C2(C(F)(F)F)N=C3Sc4cc(C)cc(C)c4N3C(=O)N2)cc1 (stereo unspecified)	1.1	7	0.3	9	3
23	O=C(NCCCCNC(=O)c1ccc(Cl)s1)c1ccc(Cl)s1	0.23	-12	.	2	3
24	Nc1nc(SCc2ccc3c(c2)OCCO3)n[nH]1	-0.039	-5	1.2	-30	.
25	COc1ccc(CCNC(=O)c2c(O)c3c([nH]c2=O)CCCC3)cc1OC	-0.71	-3	.	-38	4
26	CCOC(=O)/C=C/C(=O)OCC(=O)Nc1ccc(Cl)cn1	0.63	-2	0.8	10	-5
27	CCn1c2c(c3ccc(OC)cc31)CCCC2=O	-0.05	0	0.6	1	-10
28	Cc1cc(C)n2nc(-c3ccsc3-n3c(C)ccc3C)cc2n1	-0.67	-42	0.9	-27	-33
29	COc1ccc2[nH]c(=O)c(CN(C(=O)c3ccco3)C3CCCCC3)cc2c1	-0.099	2	0.7	3	.
30	COc1ccc(C2N3CC4(C)CN2CC(C)(C3)C4O)cc1OC (stereo unspecified)	0.83	7	.	-23	-6

entry	CYP2C9 inhib	Candida biofilm	CYP2C19 inh	CYP2C19 activ
16	84*	-3	29	0.7
17	-74	5	1	1
18	.	-1	.	.
19	6	8	-5	1
20	2	1	10	0.9
21	65*	8	38	0.6
22	66*	5	37	0.6
23	.	9	.	.
24	-16	3	-15	1.1
25	.	.	.	.
26	16	6	-4	1
27	41	4	8	0.9
28	13	.	3	1
29	29	4	15	0.9
30	.	.	.	.

# The list goes on.
entry	mol	hDAT+cocaine	VCAM1 TNFa inh	CYP2C9 act	IL1B cytotox	TNFa cytotox
31	O=C(c1cccs1)N1CCN(CCCc2ccccc2)CC1	0.74	-6	0.7	15	-13
32	Cc1ccc(-n2nnnc2SCc2ccccn2)cc1C	0.91	-14	1	-12	-8
33	C=COCCn1c(-c2nonc2N)nc2ccccc21	-0.75	-4	0.9	-6	-8
34	CCOC(=O)c1c(CN2CCOCC2)oc2ccc(OC)cc12	0.43	10	0.7	-18	-9
35	CCOC(=O)c1c(C)[nH]c(C(=O)COC(=O)C2CC(=O)N(Cc3ccccc3)C2)c1C (stereo unspecified)	1.8	.	0.6	.	.
36	CCCNC(=O)c1c[nH]c2ccc(S(=O)(=O)N(C)c3ccc(OCC)cc3)cc2c1=O	-0.47	7	0.2	-34	-48
37	CCC(C)(C)NC(=O)C(c1ccccc1F)N(C(=O)c1ccn[nH]1)c1ccccc1 (stereo unspecified)	-0.16	-14	.	-40	.
38	CCOC(=O)c1ccc(CS(=O)c2ccc(Cl)cc2)o1 (stereo unspecified)	0.065	-2	.	-12	-12
39	COc1ccccc1C(OC(=O)c1cccs1)C(=O)NCC1CCCO1 (stereo unspecified)	0.73	11	0.8	-46	-18
40	Cc1ccc(S(=O)(=O)Nc2ccccc2F)cc1C(=O)NCCCN1CCCC1=O	0.38	-3	1	13	19
41	Oc1ccc(-c2nnc(-c3ccc(O)cc3)nn2)cc1	0.26	13	1.9	-31	-19
42	COc1ccc(OC)c(CNc2ccc(F)c(Cl)c2)c1	0.056	2	0.4	-1	-16
43	Nc1ccc(Cl)c(-c2nc3ncccc3o2)c1	0.31	10	0.9	16	-19
44	CCOc1cccc(C(=O)Nc2ccc(N(CC)CC)cc2)c1	-0.96	.	1.3	.	.
45	COC(=O)C(C)n1nc(C)n(-c2ccc(C)cc2)c1=O (stereo unspecified)	-0.76	6	0.9	-28	-27

entry	CYP2C9 inhib	Candida biofilm	CYP2C19 inh	CYP2C19 activ
31	27	.	26	0.7
32	1	2	57*	0.4
33	7	1	9	0.9
34	31	5	36	0.6
35	42	-5	42	0.6
36	83*	5	45	0.6
37	.	4	.	.
38	.	.	.	.
39	20	.	42	0.6
40	4	3	-7	1.1
41	-90	7	-6	1.1
42	58*	8	30	0.7
43	6	.	40	0.6
44	-34	1	18	0.8
45	6	.	18	0.8

# Looked up by compound from the entries so far:
entry	mol	hDAT+cocaine	VCAM1 TNFa inh	CYP2C9 act	IL1B cytotox	TNFa cytotox
30	COc1ccc(C2N3CC4(C)CN2CC(C)(C3)C4O)cc1OC (stereo unspecified)	0.83	7	.	-23	-6
35	CCOC(=O)c1c(C)[nH]c(C(=O)COC(=O)C2CC(=O)N(Cc3ccccc3)C2)c1C (stereo unspecified)	1.8	.	0.6	.	.
33	C=COCCn1c(-c2nonc2N)nc2ccccc21	-0.75	-4	0.9	-6	-8
37	CCC(C)(C)NC(=O)C(c1ccccc1F)N(C(=O)c1ccn[nH]1)c1ccccc1 (stereo unspecified)	-0.16	-14	.	-40	.
13	O=C(c1nc2nc(-c3ccccc3)cc(C(F)(F)F)n2n1)N1CCCCC1	0.12	-20	0.8	-26	-4
44	CCOc1cccc(C(=O)Nc2ccc(N(CC)CC)cc2)c1	-0.96	.	1.3	.	.

entry	CYP2C9 inhib	Candida biofilm	CYP2C19 inh	CYP2C19 activ
30	.	.	.	.
35	42	-5	42	0.6
33	7	1	9	0.9
37	.	4	.	.
13	19	.	32	0.7
44	-34	1	18	0.8

# Going on with the list:
entry	mol	hDAT+cocaine	VCAM1 TNFa inh	CYP2C9 act	IL1B cytotox	TNFa cytotox
46	S=C(Nc1cccc(Cl)c1)NC1CCCCC1	1.3	-12	1	-27	-11
47	CC(C)Cn1c(SCC#N)nc2ccccc2c1=O	-0.89	.	0.7	.	.
48	COc1cccc(N(C(=O)CNC(=O)c2ccco2)C(C(=O)NC2CCCCC2)c2ccncc2)c1 (stereo unspecified)	0.39	-17	0.2	-1	-30
49	Cc1nc(NC(=O)c2ccco2)sc1C(=O)Nc1ccc(Br)cc1	0.079	7	0.6	10	-7
50	CCOC(=O)c1cnc(SC)nc1Sc1ccccc1Cl	-0.31	12	0.7	.	-6
51	O=C1CC2(CON=C2c2ccc(F)cc2)C(=O)N1c1ccc(F)cc1 (stereo unspecified)	-0.49	-1	0.5	-28	-19
52	O=C(CC1SCCNC1=O)Nc1cc(Cl)cc(Cl)c1 (stereo unspecified)	-0.6	4	1.3	-28	4
53	CCOc1cc(CNCCc2ccc(S(N)(=O)=O)cc2)ccc1OCC(=O)NC1CCCCC1	-0.24	-18	0.9	-2	-61
54	OC(COCc1ccc(Cl)cc1)CN1CCN(CC(O)COCc2ccc(Cl)cc2)CC1 (stereo unspecified)	-1.1	-22	1.1	-1	-15
55	Cc1cc(C)c2c(n1)nn1c(N3CCN(c4ccccc4)CC3)cc(C)nc21	0.27	-36	0.8	19	-9
56	Cn1c(SCC(=O)OC2CCCCC2)nnc1-c1ccco1	0.59	-6	.	4	-2
57	O=C(OCc1ccccc1)Oc1cncc(C(=O)O)c1	-0.42	-9	1	14	-13
58	O=C(Nc1ccc2c(c1)nc1n2CCOC1)c1ccco1	-0.51	-5	1.1	-26	-22
59	CN(C)c1ccc(-c2ccncc2)cc1	.	.	0.5	.	.
60	CC1(C)C(c2ccc(Cl)cc2)=[N+]([O-])C2(CCCC/C2=N\O)N1O (stereo unspecified)	-0.32	-16	1	-21	-40

entry	CYP2C9 inhib	Candida biofilm	CYP2C19 inh	CYP2C19 activ
46	-1	.	27	0.7
47	28	.	23	0.8
48	76*	5	57*	0.4
49	38	5	15	0.8
50	30	1	0	1
51	51*	4	89*	0.1
52	-26	8	9	0.9
53	9	.	18	0.8
54	-6	5	-12	1.1
55	20	.	19	0.8
56	.	0	.	.
57	3	5	-12	1.1
58	-7	6	-12	1.1
59	50	6	98*	0
60	4	0	27	0.7

# Further compounds.
entry	mol	hDAT+cocaine	VCAM1 TNFa inh	CYP2C9 act	IL1B cytotox	TNFa cytotox
61	Cc1cccc(NC(=O)CCCCCN2C(=O)c3ccccc3C2=O)n1	0.44	-6	0.2	-26	-12
62	CCOC(=O)c1c(=O)n(O)c2ccc(OC)cc2[n+]1[O-]	-0.15	13	1	-5	-10
63	COc1ccc(NC(=O)C2CCCN(c3c4c(nc5ncnn35)CCC4)C2)cc1 (stereo unspecified)	0.08	.	0.2	.	.
64	CCn1c(CNc2ccc(F)cc2)nnc1SCC(=O)OC1CCCCC1	-0.19	11	0.5	10	-1

entry	CYP2C9 inhib	Candida biofilm	CYP2C19 inh	CYP2C19 activ
61	79*	8	24	0.8
62	-4	9	-1	1
63	80*	4	31	0.7
64	51*	0	32	0.7

# Look-ups from the list:
# no. 61 in TNFa cytotox is entered as -12
# no. 64 in Candida biofilm is entered as 0
